# Efflux pump mplx: antifungal efflux pump inhibition, Nile Red retention | S. cerevisiae Candida pump triplex | inhibition, % at 10 µM | 0.44% of 330,000 active | AID 485275;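 active = plate passing quality check with inhibition over a set limit, or well fluorescence over plate mean plus 4 SD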;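 also: Nile Red retained in pooled yeast measured as flow cytometry median fluorescence; 0% = buffer negative control and 100% = Enniatin B positive control; higher means more Nile Red kept so more efflux inhibition; some compounds called inactive have numbers as strong as hits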
# ZTA counter: blocks Epstein-Barr virus ZTA, an EBNA-1 counter-screen. ZTA-DNA binding, fluorescence polarization. P03206. 0.15% of 320,000 active. inhibition, % at 11 µM; in the data active = inhibition above about 33%
# Target sequence (P03206 whole entry, looked up): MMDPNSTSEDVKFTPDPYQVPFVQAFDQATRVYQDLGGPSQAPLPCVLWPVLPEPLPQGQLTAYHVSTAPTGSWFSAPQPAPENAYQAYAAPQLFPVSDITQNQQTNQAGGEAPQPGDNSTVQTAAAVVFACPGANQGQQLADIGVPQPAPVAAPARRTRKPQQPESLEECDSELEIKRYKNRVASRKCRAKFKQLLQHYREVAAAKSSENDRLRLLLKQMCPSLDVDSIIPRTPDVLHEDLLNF
# MCL1-BIM inh: disrupts human MCL1 binding to BIM-BH3 peptide; GST-MCL1 / FITC-Bim-BH3 fluorescence polarization; inhibition, % at 10.9 µM; 0.68% of 320,000 active;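 active = inhibition above the mean inhibition of all tested compounds plus 3 SD, set per campaign, cut at about 40% in these data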;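 also: 0% = DMSO wells and 100% = unlabeled Bim-BH3 peptide control; higher means more loss of mP so more displacement of Bim peptide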
# MEX-5 binding: C. elegans MEX-5 TCR-2 RNA binding activity; activity score (negative = inhibition of binding), % at 10 µM; MEX-5/FITC-TCR2 RNA binding, fluorescence polarization; hits give low values; AID 1832; 0.38% of 300,000 active;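 active = inhibition past about -25% in most replicates, and total fluorescence under double the plate's negative control median, limit read from the data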;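 also: 0% = DMSO and -100% = 5 µM competing unlabeled TCR2 RNA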
# Yeast superoxide: yeast age-related superoxide inhibition as caloric restriction mimetic. S. cerevisiae aged cells, superoxide DHE fluorescence; hits give low values. 0.18% of 330,000 active. AID 2690. superoxide response (% of plate mean), % at 10 µM;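 active = superoxide response under a set limit, about three screen SD below normal, cut at about 65% in these data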;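 also: yeast aged for seven days with compound at 30 °C before DHE staining; 100% = average MFI of all compound-treated wells on the plate with controls excluded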
# GLD-1 RNA inh: GLD-1-TGE RNA interaction inhibition (C. elegans). Q17339. purified GLD-1 + fluorescein TGE RNA, fluorescence polarization. inhibition, % at 5.96 µM. 0.44% of 320,000 active. AID 2280;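 active = percent inhibition above a per-plate cutoff, the plate mean of test compounds plus 3 SD, cut at about 30% in these data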;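 also: 0% = DMSO wells with GLD-1 and probe and 100% = wells lacking GLD-1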
# Target sequence (Q17339 whole entry, looked up): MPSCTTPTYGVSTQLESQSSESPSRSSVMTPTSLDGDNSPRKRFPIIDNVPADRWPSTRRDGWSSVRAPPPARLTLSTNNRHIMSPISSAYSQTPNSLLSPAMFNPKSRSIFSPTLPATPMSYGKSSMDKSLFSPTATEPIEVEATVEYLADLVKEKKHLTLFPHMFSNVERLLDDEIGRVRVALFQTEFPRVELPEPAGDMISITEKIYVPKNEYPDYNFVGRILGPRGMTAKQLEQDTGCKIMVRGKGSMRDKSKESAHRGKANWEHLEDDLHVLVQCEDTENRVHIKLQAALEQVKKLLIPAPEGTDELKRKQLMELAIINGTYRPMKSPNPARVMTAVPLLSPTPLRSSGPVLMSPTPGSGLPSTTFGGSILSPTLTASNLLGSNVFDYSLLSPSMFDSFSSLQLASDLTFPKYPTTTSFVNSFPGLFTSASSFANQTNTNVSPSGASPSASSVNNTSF
# EBNA-1 inhibitor: blocks EBNA-1 binding to DNA; AID 1950; 0.34% of 300,000 active; EBNA-1 DNA binding, fluorescence polarization; inhibition, % at 14.8 µM; in the data active = inhibition above about 28%
# Bcl-xL primary: blocks human Bcl-xL binding to Bim BH3 peptide | inhibition, % at 10.9 µM | Q07817 | 0.7% of 320,000 active | GST-Bcl-xL / FITC-Bim BH3 peptide fluorescence polarization;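 active = inhibition above the mean of all tested compounds plus 3 SD, cutoff set per campaign, cut at about 30% in these data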;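 also: 0% = DMSO wells and 100% = unlabeled Bim-BH3 peptide competitor; inhibitors lower millipolarization by displacing the labeled peptide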
# Target sequence (Q07817 whole entry, looked up): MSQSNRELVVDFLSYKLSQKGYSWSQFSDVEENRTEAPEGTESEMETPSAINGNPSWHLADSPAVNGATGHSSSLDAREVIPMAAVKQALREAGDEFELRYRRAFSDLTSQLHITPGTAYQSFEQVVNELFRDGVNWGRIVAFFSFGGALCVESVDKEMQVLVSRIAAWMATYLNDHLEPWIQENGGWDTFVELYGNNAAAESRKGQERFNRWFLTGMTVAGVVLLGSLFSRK
# Fam108B inh: counter-screen for RBBP9 inhibitors: inhibitors of mouse Fam108B | recombinant Fam108B, FP-Rh probe fluorescence polarization | inhibition, % at 9.51 µM | 0.33% of 300,000 active;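 active = inhibition above the screen mean inhibition plus 3 SD, computed separately per campaign, cut at about 18% in these data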;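 also: inhibitors lower polarization as less probe binds the enzyme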
# Active calls of the source: *; . = not tested or not shown.
SMILES,Efflux pump mplx,ZTA counter,MCL1-BIM inh,MEX-5 binding,Yeast superoxide,GLD-1 RNA inh,EBNA-1 inhibitor,Bcl-xL primary,Fam108B inh
CCOc1ccc(-n2c([S-])c(C(=O)Nc3ccc(S(=O)(=O)N4CCOCC4)cc3)[n+]3cc(C(N)=O)ccc23)cc1,0.1,13,12,-7.9,93,8,-6,11,-3
CC(C)CCN1C(=O)c2ccc(C(=O)Nc3cccc(S(N)(=O)=O)c3)cc2C1=O,0.2,-3,3,0.6,98,-4,-9,5,4
CCC1Sc2ccccc2N(CC(=O)NCCC2=CCCCC2)C1=O (configuration not stated),0.0,-9,-3,4.9,117,11,-11,-2,2
CC1CCc2onc(C(=O)O)c2C1 (configuration not stated),0.0,11,-5,1.4,110,2,6,-5,5
NC(=S)N/N=C/c1ccc(-c2ccc(Cl)c(Cl)c2)o1,-0.1,12,9,0.6,119,3,-8,0,9
C/C(=N\Nc1ccccc1)c1cc2ccccc2oc1=O,-0.1,-3,2,0.5,96,8,5,5,1
COc1ccc(CC(=O)NCCc2ccc(S(N)(=O)=O)cc2)cc1,-0.1,7,0,0.8,101,-5,5,1,2
O=C(CC(C(=O)N1CCc2ccccc21)n1ccnc1)NCC1CCCO1 (configuration not stated),-0.1,-11,-5,-1.2,93,18,0,-1,-3
CCn1c(SCC(=O)N2CCN(c3ccccc3)CC2)nc2c([nH]c3ccccc32)c1=O,0.2,-7,-9,1.8,96,1,-4,3,-4
COc1cccc(NC(=O)CCSc2nnc3scc(-c4ccccc4)n23)c1,-0.2,-3,-7,2.0,107,8,0,2,3
COc1ccc(NC(=O)c2ccc(NS(=O)(=O)c3c(C)noc3C)cc2)cc1OC,0.0,-2,3,0.2,103,-3,-2,0,1
CCOC(=O)c1c(C)n(C)c2c1cc(OC(C)=O)c1ccccc12,0.0,5,5,0.8,95,-2,-2,2,-4
CCOc1ccc(Nc2oc(-c3ccco3)nc2C#N)cc1,0.0,4,4,-2.4,115,2,-3,6,4
COc1cc(C(=O)NCCc2cc3c(OC)ccc(OC)c3[nH]c2=O)cc(OC)c1OC,-0.1,16,4,1.4,98,1,-2,2,0
COC(=O)c1ccc2c(=O)n(CCN3CCOCC3)c(SCC(=O)C(C)(C)C)nc2c1,-0.2,6,-3,3.2,82,-3,0,4,3
COc1ccc(C(C)=O)cc1COC(=O)CNC(=O)c1ccc(F)cc1,0.0,-3,-16,0.2,98,-2,-3,2,0
O=C(C(Cc1ccccc1)NS(=O)(=O)c1cccc2cccnc12)N1CCc2ccccc21 (configuration not stated),-0.1,-9,-7,1.6,110,1,-3,-7,0
O=C(Nc1ccc2c(c1)OCO2)Oc1ccccc1,0.2,-11,4,0.5,109,5,-11,5,-3
C=CCn1c(NC(=O)c2ccc(Br)o2)c(S(=O)(=O)c2ccccc2)c2nc3ccccc3nc21,0.0,6,7,-0.9,101,3,9,18,0
CCc1cccc(NS(=O)(=O)c2cccc3cccnc23)c1,-0.1,-4,7,0.7,102,1,-3,2,2
CC(=O)Nc1ccc(S(=O)(=O)NCc2nc(-c3ccccc3)no2)cc1,-0.2,15,-1,1.1,106,7,8,3,1
Cc1cccc(C(C)(C)C)c1OCCN1CCCC1,0.3,-2,8,1.8,116,4,-14,6,-2
CC(=O)c1ccc(OC(C)C)c(CSC(=N)N)c1,-0.1,-2,0,-0.7,121,2,-14,-8,3
COc1ccccc1C(=O)NCCC(=O)N1CCN(S(=O)(=O)c2ccc(Cl)cc2)CC1,0.1,-11,-8,.,118,-5,.,-2,.
COc1cc(CC(=O)Nc2ccc(S(=O)(=O)Nc3ncccn3)cc2)cc(OC)c1OC,0.0,4,0,-2.3,96,7,-1,1,-5

# (further entries)
SMILES,Efflux pump mplx,ZTA counter,MCL1-BIM inh,MEX-5 binding,Yeast superoxide,GLD-1 RNA inh,EBNA-1 inhibitor,Bcl-xL primary,Fam108B inh
COCCNC(=O)C(c1cccs1)N(C(=O)Cn1nnc2ccccc21)c1cccc(C(C)=O)c1 (configuration not stated),0.0,1,2,0.9,93,1,4,7,-8
O=C(CSc1nncs1)NC(=O)NCc1ccco1,0.0,9,4,-2.7,97,-6,9,2,0
O=C(COC(=O)CCC(=O)c1cccs1)Nc1cccc(S(=O)(=O)N2CCOCC2)c1,0.1,5,-4,-1.5,80,-6,2,1,-2
CCOc1ccc(C2=CSC3=NCCN23)cc1,0.1,10,1,-2.6,100,-6,-2,-4,5
CCOC(=O)C1=C(COC(=O)[C@H](C)NS(=O)(=O)c2ccc(NC(C)=O)cc2)NC(=O)NC1C (some centres not stated),0.0,19,-2,.,82,2,.,-2,.
COc1ccc(C(=O)NNS(=O)(=O)c2ccc(OC)cc2)cc1,-0.3,1,8,-0.7,105,4,5,7,1
Cc1ccc(Cl)cc1N1CCN(C(=O)CN2C(=O)c3cccc4cccc2c34)CC1,0.0,17,1,-2.3,127,6,14,3,-8
NC(=O)Nc1ccc(C(=O)OCC(=O)Nc2cccc(S(=O)(=O)NC3=NCCCCC3)c2)cc1,-0.1,-21,-3,-1.2,101,5,-11,-1,-5
CC(C)(C)n1nnnc1C(c1cccs1)N(Cc1cccnc1)Cc1ccco1 (configuration not stated),0.0,-10,12,1.2,82,-5,-5,8,-1
CCc1nc(SCC(=O)NCc2ccccc2)c2c(=O)n(C)c(=O)n(C)c2n1,-0.2,-15,-3,-1.0,101,1,-15,6,5
COc1cc(C(C)=O)ccc1OCC(=O)OCC(=O)c1cc(C)n(CC2CCCO2)c1C (configuration not stated),-0.1,9,6,.,79,3,.,1,.
Cc1cc(-c2ccc(C)c(S(=O)(=O)N3CCN(C(=O)c4ccco4)CC3)c2)on1,-0.1,13,3,-3.5,88,9,-2,7,0
Cc1cc(N2CCN(S(=O)(=O)c3ccc(Cl)cc3)CC2)c2ccccc2n1,0.1,5,-3,-0.7,102,-4,-16,-6,-4
O=C1Nc2ccccc2N=C(c2ccccc2)C1Br (configuration not stated),0.0,5,25,-3.2,79,9,5,19,-6
COc1ccc(-c2[nH]ncc2[C@@H]2C[C@H]3CN(Cc4ccccc4C)C(=O)[C@]34CCCN24)cc1,-0.1,3,-5,1.3,96,1,7,-1,-6
CC(=O)c1cnc2scnn2c1=O,0.0,9,0,1.0,82,2,7,4,1
COc1ccc(-c2c3c(nc4sc(C(=O)Nc5ccccc5)c(N)c24)CCC3)cc1,0.5,1,-3,-4.1,120,0,-8,5,-6
S=C(Nc1ccc(Cl)c(Cl)c1)NC1CCN(Cc2ccccc2)CC1,0.4,4,8,-4.5,95,9,-11,1,-18
O=C(C[n+]1ccccc1)N1CCCc2ccccc21,-0.1,10,3,0.4,97,2,5,-2,1
COc1cc(OC)cc(N(C(=O)c2ccco2)C(C(=O)NC2CCCC2)c2ccc(N(C)C)cc2)c1 (configuration not stated),0.1,-2,4,0.6,110,-6,-2,6,-11
CC1(C)CC(CCNS(=O)(=O)c2ccccc2)(c2ccccc2)CCO1 (configuration not stated),-0.2,8,0,0.3,94,0,4,2,3
CCOc1ccc(S(=O)(=O)N2CCCC(C(=O)Nc3ccccc3)C2)cc1 (configuration not stated),-0.1,2,7,1.4,102,7,0,5,0
C=C1C(=O)O[C@@H]2[C@H]1[C@@H](OC(=O)/C(C)=C/C)C/C(C)=C\C(=O)/C=C(\C)[C@@H]2O,-0.1,2,3,0.6,92,7,5,-1,3
Cc1ccc(S(=O)(=O)N(CC(=O)NCC2CCCO2)Cc2ccc(F)cc2)cc1 (configuration not stated),0.3,9,3,-0.3,118,1,-14,4,-1
Cc1ccc(CCN2CC(C(=O)NCCN(C)C)CC2=O)cc1 (configuration not stated),-0.1,0,13,-3.4,90,14,13,18,-2

# (next part)
SMILES,Efflux pump mplx,ZTA counter,MCL1-BIM inh,MEX-5 binding,Yeast superoxide,GLD-1 RNA inh,EBNA-1 inhibitor,Bcl-xL primary,Fam108B inh
CC(C)NC(=O)c1cnc(N2CCN(c3ccccn3)CC2)c2ccccc12,0.0,-7,6,1.7,90,8,-5,3,4
CCOC(=O)c1csc(-n2nc(C)cc2C(F)(F)F)n1,-0.3,-5,6,-0.7,103,2,-9,5,3
COC(=O)c1ccsc1NC(=O)C1=COCCO1,0.3,-5,-3,0.4,101,0,3,-3,0
O=C(CCl)N1CCN(S(=O)(=O)c2ccc3c(c2)OCCCO3)CC1,-0.1,-1,-1,.,137,0,.,2,.
O=C(NC1CCCCCC1)C1CCC(=O)N(Cc2ccccc2F)C1 (configuration not stated),0.2,2,8,-2.2,96,-2,-8,4,4
CCSC(=O)N(CC)CC(=O)Nc1c(CC)cccc1CC,0.6,-11,4,-1.0,118,-3,0,0,4
COC(=O)[C@H](Cc1ccccc1)NC(=O)Nc1ccc(S(N)(=O)=O)cc1,-0.1,3,6,0.8,100,9,0,8,-3
CCC(=O)N1CCc2cc(S(=O)(=O)N3CCN(c4cc(Cl)ccc4C)CC3)ccc21,0.0,8,-4,.,81,-3,-2,8,0
CCCCOc1ccc(-c2nc(SCC(N)=O)n[nH]2)cc1,-0.1,-11,5,0.2,94,4,12,6,2
CC(=O)Nc1ccc(S(=O)(=O)NC2(C(F)(F)F)N=C(c3ccccc3)NC2=O)cc1 (configuration not stated),-0.1,0,4,2.8,122,8,3,1,-1
CN(CC(=O)Nc1ccc(F)c(F)c1F)C(=O)c1ccc2c(c1)NC(=O)CS2,0.1,-11,6,.,99,1,.,1,.
O=C(NCCOc1ccccc1)c1cccc2c1C(=O)c1ccc(Cl)cc1S2(=O)=O,0.1,-8,13,.,103,-2,.,7,.
Cc1ccc(/C=C/C(=O)N2CCN(S(=O)(=O)c3cccs3)CC2)o1,0.0,-7,3,-1.6,104,-1,3,5,1
Cc1nn(-c2ccccc2)c(Cl)c1/C=N/NC(=O)c1ccc(CNc2ccccc2)o1,0.3,1,-4,-1.6,122,-1,-2,-4,0
Cc1[nH]c2ccccc2c1/C=N/NC(=S)NCc1ccccc1,0.3,-4,2,-1.1,87,-11,-9,0,10
Cc1nnc(SCC(=O)Nc2ccccc2N2CCOCC2)s1,-0.1,-10,3,1.2,93,3,8,16,-4
CCOC(=O)CNC(=O)c1ccc(OCC(F)(F)F)cc1,-0.1,3,2,-3.8,100,1,-7,7,-2
COc1ccc(C2CC(=O)Oc3c2c(=O)n(C)c2ccccc32)c(OC)c1OC (configuration not stated),-0.1,7,-1,-3.5,108,4,-1,3,-4
COC(=O)[C@H](Cc1ccccc1)[C@@H](C)OS(N)(=O)=O,-0.1,-4,2,1.2,109,-1,10,1,0
COc1ccc2[nH]c(=O)c(-c3nnn(-c4ccc(Cl)nc4)n3)cc2c1,0.0,-6,4,-9.7,100,12,10,9,-2
CCC(C(=O)O/N=C(\N)c1ccc(C)cc1)c1ccccc1 (configuration not stated),-0.2,-7,0,-1.3,87,-5,6,1,-2
COC(=O)c1ccc(CC(=O)c2ccc(O)cc2O)o1,0.1,0,0,-7.0,93,8,-4,5,0
CCOc1ccc(OCC)c(NC(=O)CN2CCN(c3cccc(C)c3)C(C)C2)c1 (configuration not stated),0.0,-3,-5,-0.3,123,4,5,0,1
CC1CC(C)(C)OC(C[N+]2(C)CCCCC2)O1 (configuration not stated),0.5,-10,-17,1.7,107,0,-5,-12,-5
CC(=O)Nc1ccc(C(=O)COC(=O)CCS(=O)(=O)c2ccccc2)cc1,0.1,-11,0,-2.3,86,-1,-14,4,-4

# Outcome played no part in choosing rows; any-hit rate near 2.3%.
